influenza NS1A – H1N1 influenza NS1A inhibitors, functional cell based assay (AID 504329); NS1A functional cell-based assay, percent inhibition; higher % means a stronger effect; one-dose inhibition, % at 12.5 µM; IC50 in µM for titrated hits; actives 0.3% (n = 340,000); in the data active means a potency from the dose series; inconclusive means inhibition above about 27% without an active follow-up result; further: strong numbers were not always called active
H37Rv inhibition – M. tuberculosis growth inhibition, HTS (AID 449762) | M. tuberculosis H37Rv growth inhibition, 7H9 media; higher % means a stronger effect | one-dose inhibition, % at 25 µM; IC50 in µM for titrated hits | actives 0.59% (n = 330,000); in the data active means a potency from the dose series; inconclusive means inhibition above about 70% without an active follow-up result;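 further: bacterial growth assessed after seven days of incubation; strong numbers were not always called active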
M. tuberculosis – growth inhibition of non-replicating M. tuberculosis (AID 488890) | one-dose inhibition, % at 25 µM; IC50 in µM for titrated hits | actives 0.39% (n = 320,000) | Mycobacterium tuberculosis non-replicating, growth inhibition; higher % means a stronger effect; in the data active means a potency from the dose series; inconclusive means inhibition mostly from about 82% at the one dose, without a potency; inactive means the rest, 99 in 100 with inhibition below about 76%;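 further: plate controls were DMSO cells for no effect and high antibiotic wells for full effect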
VEEV TC-83 Vero – inhibitors of VEEV TC-83 cytopathic effect, confirmation, Vero cells (AID 588727). inhibition, % at 20 µM, or IC50 in µM where a hit was titrated. Vero cells, VEEV TC-83 cytopathic effect inhibition; higher % means a stronger effect. actives 0.13% (n = 350,000); in the data active means a potency from the dose series; inconclusive means inhibition mostly from about 14% at the one dose, without a potency; inactive means the rest, 99 in 100 with inhibition below about 12%; further: strong numbers were not always called active
Salmonella PhoP GFP – PhoP regulon inhibitors, Salmonella typhi PhoP promoter GFP reporter, confirmatory (AID 1850); actives 0.33% (n = 310,000); one-dose inhibition, % at 50 µM; IC50 in µM for titrated hits; Salmonella Typhi PhoP-promoter GFP reporter, fluorescence, 4 h; higher % means a stronger effect; in the data active means a potency from the dose series; inconclusive means inhibition mostly from about 25% at the one dose, without a potency; inactive means the rest, 99 in 100 with inhibition below about 19%;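 further: 0% = induced wells with vehicle and 100% = uninduced wells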
VEEV TC-83 Vero 10K pilot screen – also measured in VEEV TC-83 Vero; calls as there; inhibition, %; measured here: 10K pilot screen inhibition
* marks the source's active call; other numbers are inactive results; i = inactive; ? = inconclusive; . = no result given.

SMILES | influenza NS1A | H37Rv inhibition | M. tuberculosis | VEEV TC-83 Vero | Salmonella PhoP GFP | others
O=C(O)CC(C(=O)Nc1ccc(F)cc1)C1CCCO1 (stereo not given) | -14% | -3% | 4% | 1.0% | 2%
Cc1cc(C)cc(C(=O)Nc2cccnc2)c1 | -2% | 3% | -3% | 0.2% | -6%
CCOc1ccc(-n2c(SCC(=O)Nc3ccc(CC)cc3)nc3n[nH]c(C)c3c2=N)cc1 | 7% | 3% | -3% | i | -8%
COCCCNC(=O)c1c(N)n(/N=C/c2ccccn2)c2nc3ccccc3nc12 | -5% | . | . | 11% | -1%
CCC(C)NC(=O)c1cnc2n(c1=O)CCS2 (stereo not given) | 4% | -6% | . | 5.0% | -50%
O=C(O)CSc1ncccc1C(=O)O | 0% | 5% | -16% | i | -21%
NC(=O)c1nn(-c2ccccc2)nc1NC(=O)Cn1nnc(-c2ccccc2)n1 | -2% | 10% | -19% | 0.6% | -3%
Cc1nc2ccc(S(=O)(=O)NCC(=O)N3CCc4ccccc4C3)cc2s1 | -2% | -2% | -1% | 4.1% | -15%
CCCCNC(=O)c1cc(-c2ccc(F)cc2)on1 | -7% | 8% | 79% | 5.4% | -1%
c1ccc(C2=Nn3c(Cn4nnc5ccccc54)nnc3SC2)cc1 | . | 15% | 2% | 1.9% | -23%
CN(C)C(CNC(=S)Nc1ccc(F)cc1)c1cccnc1 (stereo not given) | -3% | -4% | 17% | 0.7% | -3%
C#CCn1c(=NC(=O)CSC(C)=O)sc2cc(F)ccc21 | -12% | -5% | 36% | 1.1% | 4%
CN1CCN(C(=O)c2cc3nc(-c4ccccc4)cc(C(F)(F)F)n3n2)CC1 | 6% | -1% | 1% | 1.5% | 2%
CC(C)CCN1C(=O)c2ccc(C(=O)N3CCCCC3)cc2C1=O | 8% | 1% | 10% | 0.6% | -2%
CCc1ccc(-c2cc(C)no2)cc1S(=O)(=O)NCCc1ccc(S(N)(=O)=O)cc1 | 1% | -6% | 2% | 1.7% | -12%
O=C(CSc1ccc(Cl)cc1)NCC1CCCO1 (stereo not given) | 2% | -7% | 59% | 0.6% | 0%
CCCC(=O)Nc1nc(-c2ccc(OC)cc2)cs1 | 6% | -2% | 0% | 5.0% | -1%
Cc1cccn2cc(CNC(=O)c3ccc(Br)o3)nc12 | 5% | 8% | 6% | 0.7% | 5% | VEEV TC-83 Vero 10K pilot screen=0.4
CCN(CC)S(=O)(=O)c1cccc(NC(=O)COC(=O)C2CC3C=CC2C3)c1 (stereo not given) | 2% | -2% | 0% | 3.7% | 9%
CCOC(=O)c1c(N)n(CCOC(=O)c2cccs2)c2nc3ccccc3nc12 | -6% | ? | 36% | 7.6% | 14%

Arranged by length of the SMILES (falling): some entries from above
SMILES | influenza NS1A | H37Rv inhibition | M. tuberculosis | VEEV TC-83 Vero | Salmonella PhoP GFP | others
CCOc1ccc(-n2c(SCC(=O)Nc3ccc(CC)cc3)nc3n[nH]c(C)c3c2=N)cc1 | 7% | 3% | -3% | i | -8%
CCc1ccc(-c2cc(C)no2)cc1S(=O)(=O)NCCc1ccc(S(N)(=O)=O)cc1 | 1% | -6% | 2% | 1.7% | -12%
CCN(CC)S(=O)(=O)c1cccc(NC(=O)COC(=O)C2CC3C=CC2C3)c1 (stereo not given) | 2% | -2% | 0% | 3.7% | 9%
CN1CCN(C(=O)c2cc3nc(-c4ccccc4)cc(C(F)(F)F)n3n2)CC1 | 6% | -1% | 1% | 1.5% | 2%
NC(=O)c1nn(-c2ccccc2)nc1NC(=O)Cn1nnc(-c2ccccc2)n1 | -2% | 10% | -19% | 0.6% | -3%
COCCCNC(=O)c1c(N)n(/N=C/c2ccccn2)c2nc3ccccc3nc12 | -5% | . | . | 11% | -1%
CCOC(=O)c1c(N)n(CCOC(=O)c2cccs2)c2nc3ccccc3nc12 | -6% | ? | 36% | 7.6% | 14%
Cc1nc2ccc(S(=O)(=O)NCC(=O)N3CCc4ccccc4C3)cc2s1 | -2% | -2% | -1% | 4.1% | -15%
c1ccc(C2=Nn3c(Cn4nnc5ccccc54)nnc3SC2)cc1 | . | 15% | 2% | 1.9% | -23%
C#CCn1c(=NC(=O)CSC(C)=O)sc2cc(F)ccc21 | -12% | -5% | 36% | 1.1% | 4%
CN(C)C(CNC(=S)Nc1ccc(F)cc1)c1cccnc1 (stereo not given) | -3% | -4% | 17% | 0.7% | -3%
Cc1cccn2cc(CNC(=O)c3ccc(Br)o3)nc12 | 5% | 8% | 6% | 0.7% | 5% | VEEV TC-83 Vero 10K pilot screen=0.4
CCCCNC(=O)c1cc(-c2ccc(F)cc2)on1 | -7% | 8% | 79% | 5.4% | -1%
CCC(C)NC(=O)c1cnc2n(c1=O)CCS2 (stereo not given) | 4% | -6% | . | 5.0% | -50%
O=C(CSc1ccc(Cl)cc1)NCC1CCCO1 (stereo not given) | 2% | -7% | 59% | 0.6% | 0%

(list continues)
SMILES | influenza NS1A | H37Rv inhibition | M. tuberculosis | VEEV TC-83 Vero | Salmonella PhoP GFP | others
COc1ccc(C(=O)NCCSCc2ccc(Cl)cc2)cc1OC | 1% | 3% | 66% | 0.1% | -3%
O=C(Nc1ccccc1)c1cccnc1Nc1ccccc1 | -5% | 3% | -12% | 10% | 12%
Cc1ccc(NC(=O)c2cncc(Br)c2)nc1 | -2% | 5% | -5% | 6.8% | -6%
COc1ccccc1C(=O)NC(=O)COC(=O)c1ccc(Cl)cc1[N+](=O)[O-] | 11% | 11% | 26% | 5.0% | -10%
CCOC(=O)C1CCN(C(=O)COc2ccc(C(=O)c3ccccc3)cc2)CC1 | . | -8% | 41% | . | .
Cc1cccc(C)c1NC(=O)CN1CCNCC1 | -9% | 4% | -11% | i | 8%
CCOc1ccc(C(=O)NCC2CCN(CC3CCCCC3)CC2)cc1 | -15% | . | . | 0.1% | .
CCOc1ccc(/C=C(\C#N)C(=O)NCC2CCCO2)cc1OCC (stereo not given) | 2% | -3% | -12% | 0.2% | -21%
CC(C)[C@H](Nc1ccc(C(F)(F)F)cc1[N+](=O)[O-])C(=O)O | 1% | -3% | 1% | 0.6% | -4%
CC(=O)c1ccc(NC(=O)CCc2c(C)nc3ncnn3c2C)cc1 | -8% | . | . | 0.8% | .
COc1ccc(N2CCOCC2)c(NC(=O)c2ccco2)c1 | -12% | -2% | -5% | 0.2% | -2%
Cc1ccc(S(N)(=O)=O)cc1 | 2% | -3% | 4% | 2.2% | .
O=C(N/N=C/c1cc(Br)c(Br)o1)c1cccnc1 | 4% | -35% | 41% | 0.7% | -3%
Cc1cccc(/C=C/C(=O)c2ccc(N3CCOCC3)cc2)c1 | . | -2% | 21% | . | 12%
CSc1ncc2[nH]c(C(O)c3ccccc3)nc2n1 (stereo not given) | 10% | . | . | i | .
Cc1ccc(S(=O)(=O)n2nc(OC(=O)c3ccccc3C)cc2N)cc1 | 6% | 1% | 50% | 0.3% | 11%
COc1ccc2[nH]c3c(=O)n(CCCC(=O)NC4CCCCC4C)c(=S)[nH]c3c2c1 (stereo not given) | -12% | 3% | 6% | 2.8% | -17%
Cn1cc(CNC(=O)C2CCC(=O)N(Cc3cccc(C(F)(F)F)c3)C2)cn1 (stereo not given) | -6% | -6% | 10% | 0.7% | 2%
O=C(NC1CCCC1)C1CCC(CNS(=O)(=O)c2ccc(F)cc2)CC1 (stereo not given) | 5% | 6% | 12% | i | -8%
CC(=C/c1ccccc1)/C=N/n1c(-c2ccncc2)n[nH]c1=S | 8% | -6% | -7% | 1.5% | 0%
Clc1c(-c2nnc3n2CCCCC3)sc2ccccc12 | -15% | -1% | 20% | 6.2% | 2%
Cc1c(Cl)cccc1NC(=O)NCc1ccc(F)cc1 | 4% | -1% | -2% | 0.2% | 5% | VEEV TC-83 Vero 10K pilot screen=0.0
CCC(C)(C)c1nnc(NC(=O)c2cccc([N+](=O)[O-])c2)s1 | -2% | 5% | 58% | 2.0% | -11%
CCc1noc(C)c1C(=O)Oc1ccc(N(C)S(=O)(=O)c2ccc(C)cc2)cc1 | -8% | 4% | 34% | i | .
CC(C)OCCCNC(=O)Cn1nc(-c2ccccc2)ccc1=O | -4% | -1% | -8% | 0.2% | 0%
COc1ccc(N=CC2CCCCC2=O)c([N+](=O)[O-])c1 (stereo not given) | 1% | . | . | 1.1% | .
COc1ccc([N+](=O)[O-])cc1NC(=O)Cc1c(Cl)cccc1Cl | 3% | 1% | 5% | 0.5% | -6%
Cc1cc(C(F)(F)F)nn1CC(=O)Nc1cccnc1 | -13% | 8% | 9% | 5.6% | -4%
Cc1ccc(SCc2[nH]nc3c2C2(C(=O)Nc4ccc(F)cc42)C(C#N)=C(N)O3)cc1 (stereo not given) | -1% | -1% | 16% | i | 4%
O=C(Oc1ccc(Cl)c2cccnc12)c1ccco1 | -13% | ? | ? | 11% | -6% | VEEV TC-83 Vero 10K pilot screen=9.2
CCCCOC(=O)c1ccc(S(N)(=O)=O)o1 | 0% | -30% | -9% | 0.8% | -12%
CCC(C)C(NC(=O)C1CCC(C)CC1)C(=O)NCc1ccco1 (stereo not given) | 1% | 0% | -7% | 0.5% | -6%
CC(NC(=O)CN1CCOCC1)c1ccccc1 (stereo not given) | -7% | 7% | 19% | i | -2%
Cc1ccc(C)c(NC(=O)COC(=O)c2cc(=O)c3ccccc3o2)c1 | -4% | . | . | 0.1% | .
COc1cc(SC)ccc1C(=O)N1CCc2ccccc21 | -2% | 3% | 11% | i | 0%
CCN1C(=O)c2ccccc2Sc2ccc(C(=O)NCCCN(CC(C)C)CC(C)C)cc21 | 18% | -6% | 8% | i | -6%
CCSc1nnc(NC(=O)c2ccccc2)s1 | -13% | 1% | 16% | 3.4% | -8%
Cc1nnc(SCC(=O)Nc2nccs2)n1N | -6% | -9% | -25% | i | 7%
O=C(C[n+]1cc(-c2ccc(Cl)cc2)n2c1CCCCC2)c1ccccc1 | -12% | 5% | . | 2.2% | 2%
CC1=[N+]([O-])C2(N)CCc3nonc3C2(O)C1 (stereo not given) | 6% | -1% | 9% | 1.1% | 6%
COc1cccc(N2CCN(C(=O)CCS(=O)(=O)c3ccc4c(c3)oc(=O)n4C)CC2)c1 | -2% | 11% | 18% | 0.2% | 1%
Cc1ccc(CN(C)C(=O)C2CCN(C(=O)Nc3ccccc3)CC2)o1 | 2% | . | . | 1.5% | .
O=C(COC(=O)c1ccc(-c2ccc([N+](=O)[O-])cc2)o1)NC(=O)NC12CC3CC(CC(C3)C1)C2 | 4% | ? | ? | 3.0% | 4%
O=c1[nH]c2ccccc2cc1-c1nnn(-c2ccccc2)n1 | 2% | -1% | 1% | 0.4% | -27% | VEEV TC-83 Vero 10K pilot screen=2.0
CCN(CC(=O)NC(C)C)C(=O)[C@@H](NC(=O)c1ccco1)C(C)C | 3% | -9% | -8% | i | -10%
Cc1ccc(/C=C/C(=O)Nc2ccncc2)o1 | 2% | 2% | -4% | 0.4% | 16%
O=C(CNC(=O)c1ccc2ccccc2c1)NCc1ccccc1F | -2% | 3% | 0% | 2.6% | -5%
COCCCn1c(SCC(=O)Nc2ccc(C(C)=O)cc2)nc2ccccc2c1=O | -3% | 7% | 7% | i | -4%
O=c1[nH]c(=O)n(C2CCCCCC2)c(O)c1C=NCc1ccc(F)cc1 | 7% | 7% | 23% | 4.6% | 3%
Cc1cc(C)n(S(=O)(=O)c2ccc(F)cc2)n1 | 1% | 3% | -10% | 0.3% | -6%

Further records follow:
SMILES | influenza NS1A | H37Rv inhibition | M. tuberculosis | VEEV TC-83 Vero | Salmonella PhoP GFP | others
COc1ccc2oc(=N)c(C(=O)Nc3ccc(Cl)cc3)cc2c1 | 3% | 5% | 79% | 0.3% | 7%
COC(=O)c1ccc(-c2sc3nc(N4CCOCC4)c4c(c3c2N)CCCC4)o1 | . | -1% | -5% | . | 4%
Cc1c(C(=O)OCc2ccccc2)nnn1-c1nonc1N | 4% | -1% | 9% | 1.8% | -6%
O=C(CSc1ccc(-c2ccncc2)nn1)N1CCN(c2ccccc2)CC1 | 2% | -5% | 25% | 1.0% | 12%
CCOc1ccc(NC(=O)C(Cc2ccccc2)NC(=O)C2CCCCC2)cc1 (stereo not given) | -7% | 11% | 1% | 0.4% | -7%
CS(=O)(=O)N(CC(=O)N1CCc2ccccc2C1)Cc1ccccc1 | 0% | -3% | -2% | i | -2%
COc1cccc(NC(=O)Cn2c(=O)n(CCCC(=O)NCc3ccco3)c(=O)c3ccccc32)c1 | 0% | . | . | 2.1% | .
O=C(COC(=O)c1ccccc1)Nc1cccc(S(=O)(=O)NC2=NCCCCC2)c1 | 0% | 0% | -16% | 1.6% | -2%
C=CCn1c(O)c(N=O)c2ccccc21 | -17% | -3% | . | i | -5%
C=CCn1c(=O)c2ccc(C(=O)NCc3ccccc3)cc2n(Cc2cccc(Cl)c2)c1=O | -19% | -10% | . | i | 0%
